High-throughput results (PubChem)
Pf apPOL inh: Pf-apPOL inhibitors, biochemical, fluorescence; Plasmodium falciparum apicoplast DNA polymerase (apPOL); Recombinant Pf-apPOL, molecular beacon fluorescence, 1.5 h; inhibition, % at 10 µM; 210,000 tested, 0.25% active; AID 1794808, 2022
mHTT CaM bind: mutant huntingtin-calmodulin interaction inhibitors – biochemical, AlphaScreen, primary screen; P42858; AlphaScreen His-mHTT/GST-CaM binding, luminescence; inhibition, % at 15 µM; 190,000 tested, 3.6% active; AID 1671202, 2021;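 note: 0% = both proteins with DMSO and 100% = one protein alone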
The depositor's hits bear a star; & = joins results of further samples. Cut-off read from the data, not from the text of the source: active = inhibition above about 50%; inactive = the rest.

How did COc1ccc(CCNC(=O)C2c3ccccc3C(=O)N2C2CCCCCC2)cc1OC (stereo not drawn) do in these assays?
Pf apPOL inh: -14; mHTT CaM bind: -4

Results for O=C(NCCc1ccccn1)c1sc2ncccc2c1-n1cccc1 ?
Pf apPOL inh: -2; mHTT CaM bind: 1

What do the screens show for `CCc1ccc(CN2C(=O)c3ccccc3C2C(=O)NC2CCCC2)cc1` (stereo not drawn)?
Pf apPOL inh: -16; mHTT CaM bind: -5

How did CC(=O)Oc1ccc2c(=O)c(Oc3ccccc3)coc2c1 do in these assays?
Pf apPOL inh: -7; mHTT CaM bind: 20

What do the screens show for `Cc1ccc(CN2C(=O)CN(CC(=O)O)C(=O)C2c2ccccc2F)cc1` (stereo not drawn)?
Pf apPOL inh: -12; mHTT CaM bind: 0

Results for COc1ccc(-c2ccc(CCC(=O)O)n2-c2ccc(O)cc2)cc1 ?
Pf apPOL inh: -2; mHTT CaM bind: 49

How did Cc1ccc(SCCN2CCN(C)CCC2=O)cc1 do in these assays?
Pf apPOL inh: -4; mHTT CaM bind: 1

Results for CCOc1ccc2c(=O)c(-c3ccccc3)c(C(F)(F)F)oc2c1C ?
Pf apPOL inh: -3; mHTT CaM bind: -9

How did NC(=Nc1ccccc1)NC(=O)c1nc(Cl)c(N)nc1N do in these assays?
Pf apPOL inh: -10

Results for CC1CCc2cc(F)ccc2N1C(=S)NCC1CCCO1 (stereo not drawn) ?
mHTT CaM bind: -10

Results for Cc1[nH]c(=O)n(C)c(=O)c1CCc1nnc(SCC(=O)N2CCc3ccccc32)o1 ?
Pf apPOL inh: -5; mHTT CaM bind: -1

What do the screens show for `Cc1nc(-c2ccc(C(=O)Nc3ccc(F)cc3)cc2)cs1`?
Pf apPOL inh: -4; mHTT CaM bind: -3

How did CC(=O)Nc1ccc(S(=O)(=O)NCCC2CCN(C(=O)c3ccc(F)cc3)CC2)cc1 do in these assays?
Pf apPOL inh: 4; mHTT CaM bind: 46

What do the screens show for `O=C(NC1CC2CC1CN2C(=O)c1ccc(Cl)s1)c1cccs1` (stereo not drawn)?
Pf apPOL inh: -4; mHTT CaM bind: 8

Results for CCc1ccccc1NC(=O)c1ccc(CN2CCOCC2)cc1 ?
Pf apPOL inh: 4; mHTT CaM bind: -6

Results for CN(CC(=O)Nc1ccccc1)C(=O)c1ccccc1 ?
Pf apPOL inh: -11

What do the screens show for `COc1ccc(C2CC(c3ccccc3OC)n3nc(N)nc3N2)cc1` (stereo not drawn)?
Pf apPOL inh: -4; mHTT CaM bind: 2

How did COc1ccc(NS(=O)(=O)c2ccc(NC(=O)c3ccccc3Br)cc2)nn1 do in these assays?
Pf apPOL inh: -10&-4; mHTT CaM bind: -3&1

What do the screens show for `Cc1nnsc1-c1onc(C)c1-c1nc(-c2ccc([N+](=O)[O-])o2)no1`?
Pf apPOL inh: -6

How did CCOC(=O)C(CC)Sc1nc2c(cnn2CCO)c(=O)[nH]1 (stereo not drawn) do in these assays?
Pf apPOL inh: -5; mHTT CaM bind: -5

Results for Cc1ccc(N2C(=O)C=CC2=O)cc1 ?
Pf apPOL inh: 0

Results for Cc1ccc(NC(=O)N2CCc3cn(C)c4cccc(c34)C2)cc1 ?
Pf apPOL inh: -3; mHTT CaM bind: -5

How did O=[N+]([O-])c1ccc(N2CCN(c3ccccc3)CC2)nc1 do in these assays?
Pf apPOL inh: -2; mHTT CaM bind: 2

How did COc1ccccc1NC(=O)C1c2cc(OC)c(OC)cc2C(=O)N(C)C1c1ccccc1F (stereo not drawn) do in these assays?
Pf apPOL inh: -9; mHTT CaM bind: 8

How did Cc1ccsc1C1C(C#N)=C(N)Oc2n[nH]c(C)c21 (stereo not drawn) do in these assays?
Pf apPOL inh: -1; mHTT CaM bind: 3

How did O=C1OC(C=Cc2ccccc2)=NC1=Cc1ccccc1Cl do in these assays?
Pf apPOL inh: -2

Results for COc1ccc(-c2nc(=S)c3c(n2CCCO)CCCC3)cc1 ?
Pf apPOL inh: -2; mHTT CaM bind: -2

What do the screens show for `COc1ccc2oc(=Nc3cccc(C#N)c3)c(C(N)=O)cc2c1`?
Pf apPOL inh: -3; mHTT CaM bind: -9

What do the screens show for `COCC(C)(O)CNS(=O)(=O)c1ccc(C(F)(F)F)cc1` (stereo not drawn)?
Pf apPOL inh: 0; mHTT CaM bind: -10

How did COc1cccc(NC(=O)N2CCCC2c2ccccc2F)c1 (stereo not drawn) do in these assays?
Pf apPOL inh: -5; mHTT CaM bind: -6

Results for COc1ccc(-c2noc(C3CCCN3C(=O)NCc3cccc(OC)c3)n2)cc1 (stereo not drawn) ?
Pf apPOL inh: -2; mHTT CaM bind: 1

What do the screens show for `O=C(O)c1ccccc1C(=O)c1ccc(NC2CCCCC2)c([N+](=O)[O-])c1`?
Pf apPOL inh: 4; mHTT CaM bind: 16

Results for O=C(CCN1C(=O)C2C3C=CC(C3)C2C1=O)Nc1cccc([N+](=O)[O-])c1 (stereo not drawn) ?
Pf apPOL inh: 2; mHTT CaM bind: 2

Results for CCCCN(C)C(=O)c1ccn2c(-c3ccc(F)cc3)nnc2c1 ?
Pf apPOL inh: -2; mHTT CaM bind: 4

How did Cc1sc(=NC(=O)c2ccc(F)cc2)n(CC(=O)N2CCCC2)c1C do in these assays?
Pf apPOL inh: -2; mHTT CaM bind: 30

How did CCCCNC(=O)c1ccnc(N2CCNC(c3ccccc3)C2)c1 (stereo not drawn) do in these assays?
Pf apPOL inh: -1; mHTT CaM bind: -2

How did CCOC(=O)C1CCN(c2ccccc2CN2CCC(c3ccccc3OC)CC2)CC1 do in these assays?
Pf apPOL inh: -10

How did NS(=O)(=O)c1cccc(NC(=O)c2cccc([N+](=O)[O-])c2)c1 do in these assays?
Pf apPOL inh: -34; mHTT CaM bind: -1

Results for COc1ccc(NC(=O)COc2cc(C)ccc2C)c([N+](=O)[O-])c1 ?
Pf apPOL inh: -1; mHTT CaM bind: 2

How did COc1ccc(CNC(=O)C[C@H]2C(=O)N(Cc3ccccc3)C[C@@H]2Cc2ccccc2)cc1 do in these assays?
Pf apPOL inh: -2; mHTT CaM bind: 13

Results for COc1ccc(C2CC(=O)C3=C(C2)Nc2ncnn2C3c2ccc(OC)cc2)cc1 (stereo not drawn) ?
Pf apPOL inh: -3; mHTT CaM bind: 7

Results for CC1CC(C)CN(S(=O)(=O)c2ccc(F)c(C(=O)Nc3cc(Cl)cc(Cl)c3)c2)C1 (stereo not drawn) ?
Pf apPOL inh: -7; mHTT CaM bind: -4

What do the screens show for `CCCOc1ccc(Br)cc1/C=C(\C#N)c1nc2ccccc2[nH]1`?
Pf apPOL inh: -3; mHTT CaM bind: -1

What do the screens show for `COC(=O)c1cccc(C(=O)Nc2ccc(F)cc2C)n1`?
Pf apPOL inh: -5; mHTT CaM bind: -6

How did CCC(=O)Nc1ccc(NC(=O)c2ccc(-c3ccccc3)cc2)cc1 do in these assays?
Pf apPOL inh: 0; mHTT CaM bind: 5

How did O=C(Cc1ccc(F)cc1)Nc1ccc(Cl)cn1 do in these assays?
Pf apPOL inh: -1; mHTT CaM bind: -4

Results for CCC(=O)Nc1c(-c2cccc(F)c2)nc2cc(C)ccn12 ?
Pf apPOL inh: -2; mHTT CaM bind: 7

Results for CCOc1ccccc1NC(=O)NCCC1CCN(S(=O)(=O)c2ccc(F)cc2)CC1 ?
Pf apPOL inh: -3; mHTT CaM bind: 26

How did O=C(NC1CC2CC1N(C(=O)c1cccc(Cl)c1)C2)c1ccccc1 (stereo not drawn) do in these assays?
Pf apPOL inh: -4; mHTT CaM bind: 10

How did COc1cccc(N2CC(C(=O)NCC3(c4cccs4)CC3)CC2=O)c1 (stereo not drawn) do in these assays?
Pf apPOL inh: -6; mHTT CaM bind: -5

What do the screens show for `C=CCn1c(SCC(=O)N2CCCC2)nc2scc(-c3cccs3)c2c1=O`?
Pf apPOL inh: -5; mHTT CaM bind: -10

What do the screens show for `COc1ccc(-n2cnc3cc(C(=O)NCc4ccccn4)ccc32)cc1`?
Pf apPOL inh: -3; mHTT CaM bind: 5

Results for CCOC(=O)C1C(=O)C=C(c2ccc(OC)c(OC)c2)CC1c1cccc(OC)c1OC (stereo not drawn) ?
Pf apPOL inh: -3&3; mHTT CaM bind: 10&29

Results for Cc1ccc(F)cc1NC(=O)CN1CCC(c2nc(-c3cccc(F)c3)no2)CC1 ?
Pf apPOL inh: 1; mHTT CaM bind: 0

How did Cc1ccccc1CNS(=O)(=O)c1cccs1 do in these assays?
Pf apPOL inh: -8; mHTT CaM bind: -2

How did CN(CCCNC(=O)C1CCc2nc(N3CCOCC3)ncc2C1)c1ccccc1 (stereo not drawn) do in these assays?
Pf apPOL inh: -6; mHTT CaM bind: 6

What do the screens show for `CO/N=C(\C(=O)NC1C(=O)N2C(C(=O)O)=C(COC(C)=O)CSC12)c1csc(N)n1` (stereo not drawn)?
mHTT CaM bind: inactive

Results for Cc1oc(C2CCN(S(=O)(=O)c3cccs3)CC2)nc1C(=O)N1CCOCC1 ?
Pf apPOL inh: 0; mHTT CaM bind: -4

How did CS(=O)(=O)N1CCC(CNC(=O)C(=O)Nc2cccnc2)CC1 do in these assays?
Pf apPOL inh: -1; mHTT CaM bind: -6

What do the screens show for `CCN(CC)C(=O)c1cc2c(s1)CCC(C(=O)NCc1c(C)nn(C)c1C)C2` (stereo not drawn)?
Pf apPOL inh: -8; mHTT CaM bind: 3

What do the screens show for `COc1ccc(C=C2N=C(SC)NC2=O)cc1OC`?
Pf apPOL inh: 1

Results for CCS(=O)(=O)c1c(S(=O)(=O)CC)c2cc(C(C)(C)C)ccn2c1C(=O)c1ccc(F)cc1 ?
Pf apPOL inh: 8; mHTT CaM bind: -4

How did CC(CN1CCC(C(=O)N2CCOCC2)CC1)c1ccccc1 (stereo not drawn) do in these assays?
Pf apPOL inh: -6; mHTT CaM bind: 3

Results for COc1ccc(N2C(=O)c3cc(N4CCC5(CC4)OCCO5)c([N+](=O)[O-])cc3C2=O)c(OC)c1 ?
Pf apPOL inh: -5; mHTT CaM bind: 2

How did COc1ccc(C2=NOC(C(=O)NC(C)C)C2)cc1 (stereo not drawn) do in these assays?
Pf apPOL inh: -3; mHTT CaM bind: -9

Results for CCOc1ccc(CN2C(=O)CCC2(C)C(=O)NC2CCC(C)CC2)cc1OC (stereo not drawn) ?
Pf apPOL inh: 2; mHTT CaM bind: -1

Results for CC(=O)N1CCN(c2ccc(Cl)cc2C)C(=O)C1C (stereo not drawn) ?
Pf apPOL inh: 1; mHTT CaM bind: -5

How did CCc1ccc(-n2[nH]c3c(cnc4ccc(C(=O)N5CCCCCC5)cc43)c2=O)cc1 do in these assays?
Pf apPOL inh: -2; mHTT CaM bind: -5

Results for O=C(Nc1ccccc1C(F)(F)F)c1c(O)c2ccccc2[nH]c1=O ?
Pf apPOL inh: 0; mHTT CaM bind: -1

What do the screens show for `CC1C(=O)N(c2ccccc2Cl)CCN1C(=O)NC(C)(C)C` (stereo not drawn)?
Pf apPOL inh: -4; mHTT CaM bind: -3

Results for O=C(O)CCCCCNC(=O)/C(=C\c1ccc2c(c1)OCO2)NC(=O)c1ccccc1Cl ?
Pf apPOL inh: 12; mHTT CaM bind: 0

How did Cc1ccc(S(=O)(=O)NC2CCCC2)cc1 do in these assays?
Pf apPOL inh: -2; mHTT CaM bind: -10

Results for Cc1cccc(C)c1-n1[nH]nnc1=S ?
Pf apPOL inh: 4&4

Results for Nn1cnn2c(SCC(=O)Nc3nc4ccccc4s3)nnc12 ?
Pf apPOL inh: 0; mHTT CaM bind: -4

Of the compounds above, eight contain a thiophene ring, fused or not:
Results for O=C(NCCc1ccccn1)c1sc2ncccc2c1-n1cccc1 ?
Pf apPOL inh: -2; mHTT CaM bind: 1

What do the screens show for `O=C(NC1CC2CC1CN2C(=O)c1ccc(Cl)s1)c1cccs1` (stereo not drawn)?
Pf apPOL inh: -4; mHTT CaM bind: 8

How did Cc1ccsc1C1C(C#N)=C(N)Oc2n[nH]c(C)c21 (stereo not drawn) do in these assays?
Pf apPOL inh: -1; mHTT CaM bind: 3

How did COc1cccc(N2CC(C(=O)NCC3(c4cccs4)CC3)CC2=O)c1 (stereo not drawn) do in these assays?
Pf apPOL inh: -6; mHTT CaM bind: -5

What do the screens show for `C=CCn1c(SCC(=O)N2CCCC2)nc2scc(-c3cccs3)c2c1=O`?
Pf apPOL inh: -5; mHTT CaM bind: -10

How did Cc1ccccc1CNS(=O)(=O)c1cccs1 do in these assays?
Pf apPOL inh: -8; mHTT CaM bind: -2

Results for Cc1oc(C2CCN(S(=O)(=O)c3cccs3)CC2)nc1C(=O)N1CCOCC1 ?
Pf apPOL inh: 0; mHTT CaM bind: -4

What do the screens show for `CCN(CC)C(=O)c1cc2c(s1)CCC(C(=O)NCc1c(C)nn(C)c1C)C2` (stereo not drawn)?
Pf apPOL inh: -8; mHTT CaM bind: 3
